Source: PubChem BioAssay
CaV13 ICDI inh = Primary screen for inhibitors of IQ motif and Ca2+-dependent inactivation inhibitor domain binding in CACNA1D, Förster resonance energy transfer in living cells, … | HEK cells, CFP/YFP FRET ICDI-IQ, plate reader, 10 min; percent FRET-ratio fall versus neutral wells | inhibition, % at 12.3 µM | hit rate 0.098% among 340,000 | AID 743397;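 active means mean replicate inhibition of at least 30% and at least 1% of replicates passing that level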;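 further: 0% = median of the neutral control wells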
HIF-2a block = HIF-2a reporter inhibitors, primary screen, luminescence, 786-0 RCC cells | 786-0 RCC cells HIF-2a reporter, luciferase luminescence, overnight | inhibition, % at 18.8 µM | hit rate 0.72% among 360,000 | AID 624352, 2012;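 active means inhibition of the luminescence signal of 40% or more relative to plate controls, in a single-dose primary screen at 18.75 µM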
Cardio protect = cardioprotection against H2O2-induced cell death, primary screen, uHTS, H9c2 cells, ATPLite luminescence; H9c2 cardiomyocytes, H2O2 injury protection, 2 h; protection from H2O2 cell death, % at 20 µM; hit rate 0.63% among 360,000; AID 588492, 2011;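 active means compounds giving at least 50% protection of heart cells from peroxide-induced death in the single-dose screen, raw or plate-pattern-corrected value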;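 further: 0% = DMSO wells with peroxide and 100% = DMSO wells without peroxide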
Peg3 prom inh = Peg3 promoter-driven luciferase inhibitors, primary screen, cell-based, HeLa, luciferase luminescence; HeLa PEG-Prom luciferase reporter, overnight; inhibition, % at 20 µM; hit rate 1.7% among 360,000; AID 588405, 2011;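 active means inhibition of at least 50% at 20 µM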
hiPSC survival = enhancers of single-cell hiPSC survival, primary screen, ATPlite luminescence. 100% = ROCK inhibitor wells, 0% = DMSO. survival enhancement, % at 20 µM. hit rate 0.044% among 360,000. AID 602274, 2012; in the data active means survival enhancement above about 18%;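 further: cells exposed to compounds for 16 hours before the ATP read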
NR2E3 ag-1 = NR2E3 agonists in two-hybrid cells, primary screen, cell-based, luminescence, CHO-S, Gal4-NCOR/VP16-NR2E3. luciferase. inhibition of corepressor binding, % at 3.98 µM. hit rate 0.35% among 360,000. AID 602229, 2012;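 active means inhibition above the mean of all tested compounds plus 3 SD, cut at about 70% in these data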;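 further: 0% = DMSO with NR2E3 transfected cells and 100% = cells lacking NR2E3 construct; higher means lower luciferase signal from less NR2E3 corepressor binding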
Target sequence (Q9Y5X4 whole entry, looked up, the tested form may be a part): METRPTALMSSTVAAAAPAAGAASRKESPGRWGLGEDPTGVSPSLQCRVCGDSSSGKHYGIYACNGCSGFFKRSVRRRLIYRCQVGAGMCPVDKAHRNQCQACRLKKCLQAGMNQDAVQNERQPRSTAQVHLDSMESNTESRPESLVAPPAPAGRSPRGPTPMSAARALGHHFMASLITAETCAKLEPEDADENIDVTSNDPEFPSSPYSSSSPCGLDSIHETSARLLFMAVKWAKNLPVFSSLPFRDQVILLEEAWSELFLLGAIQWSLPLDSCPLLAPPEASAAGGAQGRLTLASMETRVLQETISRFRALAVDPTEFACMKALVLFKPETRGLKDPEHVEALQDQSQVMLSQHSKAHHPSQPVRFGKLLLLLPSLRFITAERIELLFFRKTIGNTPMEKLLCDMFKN
PDI turbidity = inhibitors of human PDI, primary screen, biochemical, turbidity, single point, plate reader | hit rate 0.052% among 350,000 | inhibition, % at 10 µM | Protein disulfide-isomerase (Homo sapiens), P07237 | PDI insulin aggregation turbidity, A650, 90 min;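 active means mean inhibition across replicates of 30% or more, whatever share of single replicates reach that level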;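 further: absorbance from insulin aggregation driven by PDI reduction with DTT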
Target sequence (P07237 whole entry, looked up): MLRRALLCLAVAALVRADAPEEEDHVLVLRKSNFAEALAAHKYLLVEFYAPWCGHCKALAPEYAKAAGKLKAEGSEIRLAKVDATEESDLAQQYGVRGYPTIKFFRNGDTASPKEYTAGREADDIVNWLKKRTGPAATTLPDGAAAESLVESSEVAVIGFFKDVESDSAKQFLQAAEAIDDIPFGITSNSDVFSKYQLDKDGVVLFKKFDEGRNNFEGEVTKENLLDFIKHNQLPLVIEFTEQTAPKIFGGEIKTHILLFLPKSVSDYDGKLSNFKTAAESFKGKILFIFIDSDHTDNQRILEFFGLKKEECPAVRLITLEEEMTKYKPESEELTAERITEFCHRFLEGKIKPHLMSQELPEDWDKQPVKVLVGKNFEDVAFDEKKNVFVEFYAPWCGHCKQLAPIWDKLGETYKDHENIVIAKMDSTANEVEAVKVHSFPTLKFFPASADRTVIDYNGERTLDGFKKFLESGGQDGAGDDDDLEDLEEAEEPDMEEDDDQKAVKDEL
NR2E3 ag-2 = inhibitors of NR2E3-RetCOR corepressor binding, primary screen, NR2E3 agonist project, biochemical, TR-FRET, GST-NR2E3, biotin-RetCOR. Photoreceptor-specific nuclear receptor (Homo sapiens), Q9Y5X4. 1536-well. inhibition of corepressor binding, % at 4.78 µM. hit rate 0.12% among 320,000. AID 2300, 2010;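 active means percent inhibition above the cutoff of mean plus 3 SD of all tested compounds, set per screening campaign, cut at about 20% in these data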;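 further: 0% = DMSO wells and 100% = biotin wells as full block of FRET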
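system = GST-tagged NR2E3 plus biotinylated RetCOR corepressor | input = 1.35 nM GST-NR2E3 | also added = 7 nM biotin-RetCOR | schedule = 5 h incubation at 4 °C | measured by = TR-FRET with europium anti-GST and streptavidin-D2, 340 nm excitation | read-out = percent loss of FRET ratio relative to control wells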
Shn3 3UTR inh = reduction of Shn3 3'UTR firefly luciferase signal, primary screen, Schnurri-3 inhibitor project, cell-based, Clone20 osteoblasts, set 2. inhibition, % at 12.5 µM. Clone20 osteoblast Shn3 3'UTR firefly luciferase, 24 h. hit rate 0.52% among 360,000;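 active means mean inhibition of at least 75% with every replicate also reaching 75%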;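 further: 0% = median of neutral control wells and 100% = pilot-screen positive control compound; some compounds past the cut are filed as inactive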
m5-HT2A agonist = mouse Htr2a agonists via beta-arrestin recruitment, primary screen, cell-based, luminescence; 5-hydroxytryptamine receptor 2A (Mus musculus), P35363; CHO-K1 mHTR2A beta-arrestin complementation; percent of 30 µM serotonin response; activation, % at 7.6 µM; hit rate 0.66% among 360,000;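 active means activation above a run cutoff, the mean activation of all tested compounds plus 3 SD, cut at about 14% in these data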;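 further: 0% = plate median of compound wells and 100% = 30 µM serotonin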
MITF TRPM1 inh = inhibitors of MITF-dependent TRPM1 promoter reporter, primary screen, cell-based, SK-MEL-5, single point, luciferase. SK-MEL-5 TRPM1 promoter luciferase, 24 h. inhibition, % at 12.5 µM. hit rate 0.83% among 330,000. AID 488899, 2010;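 active means mean inhibition across replicates of 60% or more, whatever share of single replicates reaches that level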; further: values of inactives mirror those of a sister screen read the other way
An asterisk follows results filed as active; · = not tested or not shown.

SMILES	CaV13 ICDI inh	HIF-2a block	Cardio protect	Peg3 prom inh	hiPSC survival	NR2E3 ag-1	PDI turbidity	NR2E3 ag-2	Shn3 3UTR inh	m5-HT2A agonist	MITF TRPM1 inh
Cc1ccc([N+](=O)[O-])cc1NC(=O)Nc1onc(C)c1C	-4	20	-6	11	-0.6	-9	-5	1	-6	-2	2
O=C1CC(N2CCN(c3ccccc3Cl)CC2)C(=O)N1c1cccc(F)c1 (configuration not stated)	·	12	6	14	-3.2	-11	0	2	-10	-7	-4
CCOC(=O)CSc1ccc(C(=O)NCCCN2CCOCC2)cc1[N+](=O)[O-]	-20	6	11	-22	0.7	-13	-6	3	1	3	·
C=CCn1cccc(C(=O)Nc2ccc(OCC)cc2)c1=O	-5	-218	-10	-158	-2.0	-87	10	-2	-2	0	-17
CCN(CC)CCN(C(=O)c1cccc(N2C(=O)CCC2=O)c1)c1nc2cc3c(cc2s1)OCO3	-6	-19	-2	-40	0.7	-4	-1	1	-8	-6	4
C#CCOCCOCCOCCNc1nc(N2CCN(C(=O)CCCCCCCCCCNC(=O)[C@@H](CCSC)n3cc(CCO)nn3)CC2)nc(N2CCN(C(=O)CCCCCCCCCCNC(=O)[C@H]([C@@H](C)CC)n3cc(CCCCN=C(N)N)nn3)CC2)n1	·	-2	-6	-2	-1.5	2	15	2	46	-6	63*
CCC(C)C(NC(=O)OC(C)(C)C)C(=O)NCc1ccco1 (configuration not stated)	-7	-3	2	9	-3.2	-12	9	-3	18	-1	10
NC(N)=Nc1nc2ccccc2o1	-12	-27	-3	-18	-0.4	-33	2	-2	-7	-3	-6
COc1cc(CN(C)C)cc(C=O)c1O	·	13	11	3	-1.6	-8	-4	-4	-12	-1	6
Nn1c(COc2ccccc2F)nnc1SCC(=O)NCC1CCCO1 (configuration not stated)	5	8	-2	0	-0.4	-31	1	·	-1	-1	·
O=C(/C=C/c1ccccc1)NC(=S)Nc1cccnc1	-10	-31	2	-1	2.3	-9	0	1	-5	3	-15
O=C(NCc1cccs1)c1ccncc1	-4	14	-2	7	-0.9	-34	-10	1	9	-2	3

Printed as active in MITF TRPM1 inh, among the entries above:
SMILES,CaV13 ICDI inh,HIF-2a block,Peg3 prom inh,NR2E3 ag-1,PDI turbidity,NR2E3 ag-2,Shn3 3UTR inh,m5-HT2A agonist,MITF TRPM1 inh
C#CCOCCOCCOCCNc1nc(N2CCN(C(=O)CCCCCCCCCCNC(=O)[C@@H](CCSC)n3cc(CCO)nn3)CC2)nc(N2CCN(C(=O)CCCCCCCCCCNC(=O)[C@H]([C@@H](C)CC)n3cc(CCCCN=C(N)N)nn3)CC2)n1,·,-2,-2,2,15,2,46,-6,63*

The listing picks up, starting 6 compounds before the break.
SMILES	CaV13 ICDI inh	HIF-2a block	Cardio protect	Peg3 prom inh	hiPSC survival	NR2E3 ag-1	PDI turbidity	NR2E3 ag-2	Shn3 3UTR inh	m5-HT2A agonist	MITF TRPM1 inh
CCC(C)C(NC(=O)OC(C)(C)C)C(=O)NCc1ccco1 (configuration not stated)	-7	-3	2	9	-3.2	-12	9	-3	18	-1	10
NC(N)=Nc1nc2ccccc2o1	-12	-27	-3	-18	-0.4	-33	2	-2	-7	-3	-6
COc1cc(CN(C)C)cc(C=O)c1O	·	13	11	3	-1.6	-8	-4	-4	-12	-1	6
Nn1c(COc2ccccc2F)nnc1SCC(=O)NCC1CCCO1 (configuration not stated)	5	8	-2	0	-0.4	-31	1	·	-1	-1	·
O=C(/C=C/c1ccccc1)NC(=S)Nc1cccnc1	-10	-31	2	-1	2.3	-9	0	1	-5	3	-15
O=C(NCc1cccs1)c1ccncc1	-4	14	-2	7	-0.9	-34	-10	1	9	-2	3
O=C(NCc1ccccc1)C(c1ccncc1)N(C(=O)c1csnn1)C1CC1 (configuration not stated)	-8	5	-2	5	-0.7	-14	0	4	-14	0	-6
Cc1ccc(C(=O)Cn2nnc3c(sc4nc5c(c(-c6ccccc6)c43)CCC5)c2=O)cc1	-6	6	-12	-19	-0.3	0	-8	1	8	-1	12
CCCN(CCC)C(=O)C1c2ccccc2Oc2ccccc21	-6	17	-1	20	2.9	13	-9	3	12	-3	6
Cn1c(N)c(C(=O)CSc2nnc(-c3ccccc3F)n2N)c(=O)n(C)c1=O	-4	15	-2	5	0.1	26	-6	-3	-6	2	-8
C=CCNc1nc2c(c(=O)n(C)c(=O)n2C)n1Cc1ccc(F)cc1	-6	6	-10	14	1.1	19	1	2	70	-6	13
O=C(CNC(=S)N(CCCN1CCOCC1)Cc1cccs1)NCCN1CCOCC1	-2	16	3	-86	0.7	-7	-5	2	18	9	-4
CCCn1c(NC(=O)C23CC4CC(CC(O)(C4)C2)C3)nc2ccccc21	-2	10	19	13	8.6	-2	-6	1	5	-2	-7
O=C1c2cccnc2C(Nc2ccc(S(=O)(=O)N3CCCCC3)cc2)N1Cc1ccccc1 (configuration not stated)	-8	-5	4	20	1.7	-12	2	3	5	0	-3
O=C(O)c1ccc(COc2c(F)c(F)cc(F)c2F)cc1	-4	1	5	-8	0.8	-2	3	-1	-12	4	5
CC(C)COc1ccc(CNC(=S)Nc2ccccc2)cc1Cl	-13	-11	-14	6	-0.6	31	-4	0	10	-2	20
CCNC(=O)CC1C(=O)N(c2ccccc2)C(=O)N1Cc1ccc(OC)cc1 (configuration not stated)	-5	-24	-3	-42	-0.9	-4	-1	5	-14	-3	-7
O=C(CCNS(=O)(=O)c1ccc(Br)cc1)NCc1cccs1	0	12	-7	15	1.4	0	4	-4	4	-3	·

Quoted from the results shown for reference:
SMILES	CaV13 ICDI inh	HIF-2a block	Cardio protect	Peg3 prom inh	hiPSC survival	NR2E3 ag-1	PDI turbidity	NR2E3 ag-2	Shn3 3UTR inh	m5-HT2A agonist	MITF TRPM1 inh
CCNC(=O)CC1C(=O)N(c2ccccc2)C(=O)N1Cc1ccc(OC)cc1 (configuration not stated)	-5	-24	-3	-42	-0.9	-4	-1	5	-14	-3	-7
O=C(CCNS(=O)(=O)c1ccc(Br)cc1)NCc1cccs1	0	12	-7	15	1.4	0	4	-4	4	-3	·

(further entries)
SMILES	CaV13 ICDI inh	HIF-2a block	Cardio protect	Peg3 prom inh	hiPSC survival	NR2E3 ag-1	PDI turbidity	NR2E3 ag-2	Shn3 3UTR inh	m5-HT2A agonist	MITF TRPM1 inh
COc1cccc(-c2cc(C(F)(F)F)n3ncc(C(=O)NCC4CCCO4)c3n2)c1 (configuration not stated)	-5	8	37	15	-0.2	-11	-4	-1	6	-4	0
O=C(CCNC(=O)c1ccccc1Cl)N/N=C\c1ccc(O)cc1	-5	6	1	9	0.2	-19	5	2	-2	0	4
CCCNC(=O)C(Cc1ccccc1)NS(=O)(=O)c1cccc2nsnc12 (configuration not stated)	-5	8	1	7	-3.5	-16	-7	0	-11	-1	-2
O=C1CCNc2ccc(-c3ccccc3)cc21	-420	-82	4	-116	-0.9	-14	-6	3	-26	0	-47
O=C(CCCN1C(=O)c2cccc3cccc(c23)C1=O)Nc1ccon1	-4	0	4	-22	-0.2	-14	-10	3	-4	-1	-9
COP(=O)(CN(Cc1ccccc1)C(=S)Nc1c(C)cccc1C)OC	-3	17	1	8	-0.2	-26	1	-1	23	6	1
Cc1ccc(S(=O)(=O)N2CCN(c3nc(C)c4c(c3C#N)CC(C)(C)OC4)CC2)cc1	-5	-2	-1	13	2.6	1	-3	·	16	2	-8
COc1ccc(CNC(=O)CN2C(=O)CSc3ccc(S(=O)(=O)N4CCCCC4)cc32)cc1	-3	7	-2	-4	-0.2	-36	-6	-1	5	-7	-1
CC(OC(=O)C12CC3CC(CC(O)(C3)C1)C2)C(N)=O (configuration not stated)	-4	11	-7	11	0.7	9	-1	1	-14	-3	0
CCOC(=O)Cc1c(Cl)c2ccccc2[nH]c1=O	-4	9	1	-4	0.2	-13	1	2	-2	-3	-16
COc1ccc([C@H]2CC(=O)C=C(c3cccc(Br)c3)C2)cc1	-10	-52	0	1	-1.1	-42	0	4	22	-6	-5
COc1ccc(-c2cc(=O)[nH]c(=O)[nH]2)cc1	-1	-4	3	-5	-0.3	-24	-3	3	12	0	-3
CSc1nnc(-c2ccccc2)c(-c2ccccc2)n1	-15	13	-8	10	1.5	1	-5	1	-4	-3	8
CC#CCN1C(=O)N[C@@H](c2ccccc2)C(C(=O)OC)=C1C	-4	11	2	-1	0.1	-8	5	-1	6	-2	-3
COc1ccc(C2c3c(oc4ccccc4c3=O)C(=O)N2c2ccccn2)cc1 (configuration not stated)	-9	-17	46	-52	-0.2	-7	·	-1	6	0	-3
O=C(Nc1ccccc1)c1c2c(nc3ccccc13)CCCC2	-2	7	2	-2	-0.6	10	0	1	4	5	1
COc1ccc2c([N+](=O)[O-])c(Cl)[nH]c2c1	-20	3	9	8	-0.6	-20	-11	3	0	0	5
COc1ccc(-n2c(=O)c3ccccc3c3ccccc3c2=O)cc1	-3	14	6	-9	-1.1	-17	-2	2	-25	4	10
CCOC(=O)[C@H]1[C@H]2COc3ccc(Cl)cc3[C@@H]2N2C(=O)CN(C)C(=O)[C@@]12C	-6	6	4	-68	-0.2	6	7	2	-3	-3	3
C=CCNC(=S)NCCO	-2	17	3	11	-0.6	-19	8	-2	-41	-3	-1
CC(=O)c1ccc(NS(=O)(=O)c2ccc(C(C)(C)C)cc2)cc1	4	-3	-18	0	-1.4	33	5	-1	39	4	6
C/C(=N\N1CCN(Cc2ccccc2Cl)CC1)c1ccc(F)cc1	6	-1	4	-20	-0.3	5	0	-1	·	12	5
CCCC(=O)Nc1cccc(Oc2nc(C)cc(C)c2C#N)c1	-5	3	9	14	-0.3	1	-1	-1	13	0	-7
O=C(NCc1ccccc1)c1cc(C2COCCN2C(=O)c2ccccc2)on1 (configuration not stated)	-4	-1	4	-3	-1.6	-14	16	·	-2	-3	·
